N370S GC mod = qHTS Assay for Inhibitors and Activators of N370S glucocerebrosidase as a Potential Chaperone Treatment of Gaucher Disease; 330,000 compounds, 0.092% hits; Potency, µM (series often up to 59.4 µM), for the others: at the top dose activity change, negative = inhibition, most hits filed as inhibitors; Lysosomal acid glucosylceramidase (Homo sapiens), P04062; AID 2101, 2009; N370S GC spleen homogenate, 4MU-glucoside fluorescence;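 further: 0% = full enzyme activity and -100% = no enzyme basal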
TDP1 inh = qHTS Assay for Inhibitors of Tyrosyl-DNA Phosphodiesterase (TDP1) | 350,000 compounds, 0.28% hits | recombinant TDP1, AlphaScreen DNA substrate cleavage | Potency, µM (top dose mostly 130 µM), inactives show at the highest dose activity change, negative = inhibition, hits mostly inhibitors; further: nearly all actives have a fitted effect of over 40% in size
Target sequence (Q9NUW8 whole entry, looked up): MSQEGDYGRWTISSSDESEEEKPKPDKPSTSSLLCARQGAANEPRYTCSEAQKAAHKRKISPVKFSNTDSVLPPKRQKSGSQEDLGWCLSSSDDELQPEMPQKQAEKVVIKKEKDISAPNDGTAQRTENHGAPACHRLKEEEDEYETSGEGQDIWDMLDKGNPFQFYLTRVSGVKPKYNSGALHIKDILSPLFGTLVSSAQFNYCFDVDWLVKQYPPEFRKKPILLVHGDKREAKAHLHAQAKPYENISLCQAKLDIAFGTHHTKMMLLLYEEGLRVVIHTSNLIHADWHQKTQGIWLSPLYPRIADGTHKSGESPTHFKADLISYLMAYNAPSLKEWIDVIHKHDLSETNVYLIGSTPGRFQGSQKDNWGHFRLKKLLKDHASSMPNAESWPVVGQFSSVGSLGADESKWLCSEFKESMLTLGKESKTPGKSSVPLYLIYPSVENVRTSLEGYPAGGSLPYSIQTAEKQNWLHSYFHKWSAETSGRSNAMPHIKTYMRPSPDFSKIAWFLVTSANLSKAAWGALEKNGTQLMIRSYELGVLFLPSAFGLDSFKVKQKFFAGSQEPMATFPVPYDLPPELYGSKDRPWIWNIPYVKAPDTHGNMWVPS
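E. coli-derived human Tdp1, 1 nM final. Cpd preinc 15 min RT; substrate 15 nM final, 5 min RT; AS bead mix 10 ug/ml final, 10 min RT. Signal loss = tyrosine-FITC cleavage. No-enzyme wells = max signal.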
FEN1 inhibitor = qHTS Assay for the Inhibitors of Human Flap endonuclease 1 (FEN1); AID 588795, 2011; 390,000 compounds, 0.35% hits; Recombinant FEN1 flap cleavage, fluorescence, 15 min; Potency, µM (top dose mostly 114 µM), for the others: at the highest dose activity change, negative = inhibition, hits mostly inhibitors; P39748; further: nearly all actives have a fitted effect of over 65% in size
Target sequence (P39748 whole entry, looked up): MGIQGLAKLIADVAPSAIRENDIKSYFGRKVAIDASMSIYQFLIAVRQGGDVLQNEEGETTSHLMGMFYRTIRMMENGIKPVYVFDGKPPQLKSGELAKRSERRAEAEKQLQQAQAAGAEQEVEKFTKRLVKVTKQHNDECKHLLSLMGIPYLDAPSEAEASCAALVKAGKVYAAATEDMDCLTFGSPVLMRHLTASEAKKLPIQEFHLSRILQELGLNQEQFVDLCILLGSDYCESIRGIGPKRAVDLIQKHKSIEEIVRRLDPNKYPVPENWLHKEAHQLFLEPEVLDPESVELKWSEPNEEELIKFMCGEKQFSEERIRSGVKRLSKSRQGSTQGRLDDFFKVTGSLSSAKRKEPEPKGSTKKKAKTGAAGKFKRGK
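Enzyme 10 nM, 15 min RT preincubation with compound; start with substrate 50 nM final; reads at 0 and 15 min; qHTS titration, four-parameter Hill fit.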
* = called active by the depositor; u = inconclusive; x = not tested or not shown; & = joins results of further samples; [ ] = remark or other dose. The call rests on the fitted dose curve; in most records, active means well fitted curve in the direction sought with a large enough effect; inconclusive means small, poorly fitted or top-dose-only effect, or another doubt; inactive means no such curve, though single readings can be large; an effect the other way counts as inactive or inconclusive. Unless noted, on the % scale 0 is the no-effect control and ±100 the full control effect; potency means the concentration at half of the fitted maximal effect.

The opening 18 records, ahead of the listing:
FEN1 inhibitor	TDP1 inh	N370S GC mod	molecule
-4.1%	5.3%	7.4%	Cc1cccc(N/C=C/C(=C(C#N)C#N)N(C)C)c1
-8.0%	1.9%	u	O=C(N/N=C/c1ccccc1OC(F)F)NC1CCCCC1
-13.1%	-0.2%[56.1 µM]	x	CCN1C(=O)[C@H]2[C@H]3CN=C(SC)N3[C@@](Cc3ccccc3)(C(=O)OC)[C@H]2C1=O
-2.2%	-6.3%[0.0935 µM]	-3.1%	Cc1ccccc1OCC(=O)NCCNC(=O)c1cccnc1
-17.8%&-20.0%	7.1%&8.6%	-16.1%	COc1ccc(CC(=O)Nc2c(C(=O)N3CCN(c4ccccc4)CC3)oc3ccccc23)cc1OC
-2.5%	-1.2%	6.9%	COc1ccc(C(O)P(=O)(OCCC(C)C)c2ccc(N(C)C)cc2)cc1OC (stereo not given)
0.6%	2.6%	-5.8%	COC(=O)N/N=C\c1c(C)nn(-c2ccccc2)c1Cl
-2.6%	4.3%	-7.7%	COCCNc1nc(N)c([N+](=O)[O-])c(NCC2CCCO2)n1 (stereo not given)
14.9%	-10.4%	-16.2%	COc1ccc(N2C(=O)C3CCCN3C2=S)cc1 (stereo not given)
-23.6%	5.2%	5.9%	Cc1cccc(Cn2c(SCCN3CCOCC3)nc3c2c(=O)n(C)c(=O)n3C)c1
0.7%	3.5%	-6.9%	CCOc1ccc2nc(NC(=O)CN3CCOCC3)sc2c1
5.5%	-8.4%	4.1%	CCOc1cccc2cc(C(=O)OCC(=O)Nc3c(C)cccc3CC)c(=O)oc12
-6.1%	-3.4%	0.2%	CCOc1cccc(SCc2noc(C(=O)NCCOC)c2C(=O)O)c1
-20.7%	0.5%	-3.4%	O=C(NCC1CCN(c2ccc(S(=O)(=O)N3CCOCC3)cc2)CC1)c1cccc(Cl)c1
-2.6%	6.2%	-7.1%	O=C(O)c1ccccc1CSc1nc2ccccc2[nH]1
-6.3%	7.7%	0.9%	Cc1cc(C)c(C(=O)C(C)OC(=O)Cc2n[nH]c(=O)c3ccccc23)cc1C (stereo not given)
x	13.1%	-9.5%	Nc1ccn([C@@H]2O[C@H](CO)[C@@H](OP(=O)(O)O)[C@H]2O)c(=O)n1
-16.7%	0.0%	-10.4%	Cc1ccc(C)c(S(=O)(=O)N/N=C/c2ccc(F)cc2)c1

The listing, from the start:
FEN1 inhibitor	TDP1 inh	N370S GC mod	molecule
-4.1%	5.3%	7.4%	Cc1cccc(N/C=C/C(=C(C#N)C#N)N(C)C)c1
-8.0%	1.9%	u	O=C(N/N=C/c1ccccc1OC(F)F)NC1CCCCC1
-13.1%	-0.2%[56.1 µM]	x	CCN1C(=O)[C@H]2[C@H]3CN=C(SC)N3[C@@](Cc3ccccc3)(C(=O)OC)[C@H]2C1=O
-2.2%	-6.3%[0.0935 µM]	-3.1%	Cc1ccccc1OCC(=O)NCCNC(=O)c1cccnc1
-17.8%&-20.0%	7.1%&8.6%	-16.1%	COc1ccc(CC(=O)Nc2c(C(=O)N3CCN(c4ccccc4)CC3)oc3ccccc23)cc1OC
-2.5%	-1.2%	6.9%	COc1ccc(C(O)P(=O)(OCCC(C)C)c2ccc(N(C)C)cc2)cc1OC (stereo not given)
0.6%	2.6%	-5.8%	COC(=O)N/N=C\c1c(C)nn(-c2ccccc2)c1Cl
-2.6%	4.3%	-7.7%	COCCNc1nc(N)c([N+](=O)[O-])c(NCC2CCCO2)n1 (stereo not given)
14.9%	-10.4%	-16.2%	COc1ccc(N2C(=O)C3CCCN3C2=S)cc1 (stereo not given)
-23.6%	5.2%	5.9%	Cc1cccc(Cn2c(SCCN3CCOCC3)nc3c2c(=O)n(C)c(=O)n3C)c1
0.7%	3.5%	-6.9%	CCOc1ccc2nc(NC(=O)CN3CCOCC3)sc2c1
5.5%	-8.4%	4.1%	CCOc1cccc2cc(C(=O)OCC(=O)Nc3c(C)cccc3CC)c(=O)oc12
-6.1%	-3.4%	0.2%	CCOc1cccc(SCc2noc(C(=O)NCCOC)c2C(=O)O)c1
-20.7%	0.5%	-3.4%	O=C(NCC1CCN(c2ccc(S(=O)(=O)N3CCOCC3)cc2)CC1)c1cccc(Cl)c1
-2.6%	6.2%	-7.1%	O=C(O)c1ccccc1CSc1nc2ccccc2[nH]1

The listing continues.
FEN1 inhibitor	TDP1 inh	N370S GC mod	molecule
-6.3%	7.7%	0.9%	Cc1cc(C)c(C(=O)C(C)OC(=O)Cc2n[nH]c(=O)c3ccccc23)cc1C (stereo not given)
x	13.1%	-9.5%	Nc1ccn([C@@H]2O[C@H](CO)[C@@H](OP(=O)(O)O)[C@H]2O)c(=O)n1
-16.7%	0.0%	-10.4%	Cc1ccc(C)c(S(=O)(=O)N/N=C/c2ccc(F)cc2)c1
-0.1%	1.1%	u	O=C(NC1CCCC1)c1cc2c(ccc3ccccc32)o1
-0.7%	4.9%	-6.2%	Cc1cc(C(=O)N/N=C/c2ccco2)n[nH]1
x	8.1%[56.1 µM]	25.3%	CCCCCCCCCCCCCCC(C(=O)O)C(O)(CC(=O)OC)C(=O)O (stereo not given)
x	-2.4%&8.7%	1.9%&-1.9%	CCCCNC(=O)C(c1ccc(OCC(=O)OC)c(C(=O)OC)c1)N(CCc1ccccc1)C(=O)CCCCCN1C(=O)NC(c2ccc(-c3ccccc3)cc2)C(C(=O)OCc2ccccc2)=C1C (stereo not given)
-9.7%	0.0%	14.0%	O=C(O)/C(=C\c1ccc(-c2ccc(F)cc2)o1)c1ccccc1
-1.9%	3.3%	x	O=C(NCCc1ccc(Cl)cc1)C(=O)NCC(c1ccc2c(c1)OCO2)N1CCOCC1 (stereo not given)
4.4%	0.5%	4.4%	COc1ccc(NC(=O)CCS(=O)(=O)c2ccc3c(c2)CCCN3C(C)=O)cc1Cl
2.4%	1.9%	1.3%	O=c1c2ccccc2nc(/C=C/c2cccc([N+](=O)[O-])c2)n1CCO
12.4%	0.0%	3.3%	CCOc1ccc(S(=O)(=O)N/N=C(\C)C2CCCCC2)cc1
1.9%	5.8%	-2.9%	Cc1ccc(-c2csc3ncnc(OCC(=O)NC(=O)NCc4ccco4)c23)cc1
-2.3%	-5.4%[56.1 µM]	4.3%	O=C(CNC(=O)c1ccccc1F)NC1CC1
8.5%	2.6%	-11.4%	CCOc1cc(/C=C(\C#N)c2nc(-c3cccs3)c(NC(C)=O)s2)ccc1O

Next part.
FEN1 inhibitor	TDP1 inh	N370S GC mod	molecule
-2.1%	-2.8%	10.8%	Cc1cccc(NC(=S)NCCO)c1C
u	5.8%	12.2%	Cc1sc(-n2c(C)cc(/C=C3\SC(=S)NC3=O)c2C)c(C#N)c1C
6.0%	9.8%	x	Cc1cc(C)cc(-n2c(C)cc(/C=N/NC(=O)c3cccc([N+](=O)[O-])c3C)c2C)c1
-1.4%	4.5%	-2.6%	COc1ccc(CNC(=O)C2CCCN(c3nn4c(=O)cc(C)nc4s3)C2)cc1 (stereo not given)
11.7%	7.2%	0.4%	O=C(CSc1nnc(-c2ccc(F)cc2)o1)Nc1ccc(S(=O)(=O)N2CCCC2)cc1
-0.1%	2.0%	-11.0%	COc1ccc(OCc2cc(C(=O)NC(C)Cn3cncn3)no2)c(Cl)c1 (stereo not given)
3.0%	x	-22.1%	CCOc1cc(C(=O)NN2CCOCC2)cc(OCC)c1OCC
4.4%	-2.1%	6.5%	CCCCOc1ccc(C(=O)Nc2ccc(S(=O)(=O)Nc3cc(C)on3)cc2)cc1OC
1.0%	0.2%[56.1 µM]	x	COCCn1cnnc1SCC(=O)Nc1sc2c(c1C#N)CCC2
-7.6%	6.0%	-14.2%	COc1ccc(OCC(=O)Nc2cc3c(cc2C(=O)O)OCCCO3)cc1
12.8%	1.5%	x	N#Cc1ccc(C(=O)NCc2ccc3c(c2)CCN3C(=O)c2ccc(F)cc2)cc1
-8.9%	8.5%	20.5%	CCOc1cc2c(cc1OCC)C(c1ccccc1)N(c1ccccc1)C(=O)C2 (stereo not given)
-8.2%	x	0.1%	O=c1c(-c2ccc(Br)cc2)coc2c(CN3CCCCC3)c(O)ccc12
3.4%	0.0%	10.4%	O=C(NC1CCCCC1)C1CCN(S(=O)(=O)c2cccc3nsnc23)CC1
8.1%	-0.1%	x	O=C1Cc2cc(S(=O)(=O)Nc3ccc(F)cc3Cl)ccc2N1

Other structures follow.
FEN1 inhibitor	TDP1 inh	N370S GC mod	molecule
-1.0%	-1.2%	4.1%	Cc1cccc(/C=N/c2sc3c(c2C#N)CCN(Cc2ccccc2)C3)c1O
-17.3%	7.0%	7.1%	Cc1cc2cc(CNC(=S)NCc3ccccc3)ccc2n1C
-14.3%	x	-4.1%	Cc1csc(N2CCN(c3cc4c(cc3Cl)nc(-c3ccncc3)n4CCCN3CCCC3)CC2)n1
-1.1%	2.7%	-3.2%	O=[N+]([O-])c1ccc(N2CCCC2)cc1NC1CC1
5.8%	x	-11.2%	O=C1c2ccccc2C(=O)N1Nc1ccc([N+](=O)[O-])cc1[N+](=O)[O-]
-18.0%	5.7%	-3.3%	COc1ccc(C2CCCN2C(=S)Nc2ccc(C)cc2Cl)cc1OC (stereo not given)
-13.5%	-2.6%	x	Cc1ccc(CNC(=O)c2ccc(CSCc3ccc(C)cc3)o2)cc1
-5.4%	x	1.0%	S=C(NCCCN1CCOCC1)N1CCOCC1
3.6%	8.3%[0.0935 µM]	-6.2%	Cc1ccc(C)c(S(=O)(=O)N2CCN(C(=O)c3cncc(Br)c3)CC2)c1
-4.4%	x	-27.7%	CCN(CC(=O)Nc1cc(Cl)ccc1C)C(=O)c1cc([N+](=O)[O-])ccc1N1CCOCC1
-0.8%	x	-7.2%	Cc1ccc(C(=O)N2CCN(Cc3ccc4c(c3)OCO4)CC2)cc1C
u	7.7%[0.0935 µM]	-5.2%	O=C(O)c1cc2ccccc2c(N=Nc2cccnc2)c1O
19.2%	0.0%	0.1%	CCC(C)N1C(=O)CCC1C(=O)NCc1ccc2c(c1)OCO2 (stereo not given)
-15.5%	6.9%	12.6%	COc1cccc(CNc2ncc(Br)cc2Br)c1O
x	-30.2%[21 µM]	3.7%[12.8 µM]	Cc1ccc(S(=O)(=O)N[C@@H](CCc2ccccc2)CC(=O)C(C)(C)C)cc1

The list goes on:
FEN1 inhibitor	TDP1 inh	N370S GC mod	molecule
12.6µM*	x	-8.7%	O=C(O)c1ccc(-c2ccc(/C=c3/sc4nc5ccccc5n4c3=O)o2)cc1Cl
0.0%	3.9%	x	COc1ccc(OC)c(NC(=O)CN2C(=O)CC(c3ccco3)Sc3ccccc32)c1 (stereo not given)
-5.0%	-6.5%	7.6%	COc1ccc(N2C(=O)CCC(C(=O)NCCN3CCOCC3)C2c2ccc(OC)c(OC)c2)cc1 (stereo not given)
-10.0%	0.6%	1.5%	Fc1ccc(NC(=S)Nc2ccccc2OC(F)F)cc1Cl
-10.6%	-2.3%	6.9%	CSCCC(NC(=O)c1cc(C)oc1C)C(=O)O (stereo not given)
-13.6%	0.0%	2.4%	CCCCCOc1ccc(C(=O)OCC(=O)Nc2cc(C)c(C)cc2[N+](=O)[O-])cc1
7.8%	x	11.9%	C#CCOc1ccccc1C(N)=O
-11.3%	4.5%	-9.4%	Cc1ccc(NC2CCCN(C(=O)c3ccc4nccnc4c3)C2)cc1C (stereo not given)
11.4%	6.0%[56.1 µM]	0.0%	COCc1ccc(C(=O)N2CCCC(Nc3ccc4c(c3)OCCO4)C2)o1 (stereo not given)
3.2%	-2.7%	-0.7%	CC(CC(=O)O)CC(=O)Nc1ccc(Br)cc1 (stereo not given)
-10.3%	0.0%	-23.5%	COc1cc(C=O)ccc1OCCCOc1ccccc1[N+](=O)[O-]
-11.0%	2.7%	12.1%	Cc1cc(/C=C2/NC(=O)NC2=O)c(C)n1-c1ccc(N2CCOCC2)cc1
-2.8%	0.0%	u	Cc1ccc(C)c(N2CCN(C(=O)CN(C)S(=O)(=O)c3ccc4c(c3)CCC(=O)N4)CC2)c1
-8.4%	2.5%	5.9%	COc1cc(OC)cc(C(C(=O)NC2CCCCC2)N(C(=O)c2ccno2)c2ccccc2)c1 (stereo not given)
-11.3%	0.0%	-16.4%	O=C1c2ccccc2C(=O)N1CCCP(=O)(O)CCc1ccccc1
-3.7%	-2.3%	-2.4%	Cc1nnc2ccc(-c3cccc(NC(=O)Cc4cccs4)c3)nn12
-4.3%	10.7%	-4.3%	CN(C)c1ccc(/C=N/n2c(COc3ccccc3)n[nH]c2=S)cc1

Screening results deposited in PubChem by National Center for Advancing Translational Sciences (NCATS).
